High-throughput results deposited in PubChem BioAssay by National Center for Advancing Translational Sciences (NCATS).
Vif-A3G inh: inhibitors of Vif-APOBEC3G interaction; HeLa A3G-eYFP + Vif (tagged APOBEC3G with the HIV-1 protein that degrades it), YFP fluorescence, overnight; Potency, µM (highest dose often 46.1 µM), for inactives: at the top dose activity, negative = active, hits mostly inhibitors; 410,000 compounds, 0.076% hits;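 note: potency is the fitted concentration of half-maximal effect; % is set by controls: 0 for no effect and ±100 for the full control effect; nearly all actives have a fitted effect of over 60% in size; hits raise eYFP signal because A3G escapes Vif-driven loss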
Target sequence (Q9HC16 whole entry, looked up): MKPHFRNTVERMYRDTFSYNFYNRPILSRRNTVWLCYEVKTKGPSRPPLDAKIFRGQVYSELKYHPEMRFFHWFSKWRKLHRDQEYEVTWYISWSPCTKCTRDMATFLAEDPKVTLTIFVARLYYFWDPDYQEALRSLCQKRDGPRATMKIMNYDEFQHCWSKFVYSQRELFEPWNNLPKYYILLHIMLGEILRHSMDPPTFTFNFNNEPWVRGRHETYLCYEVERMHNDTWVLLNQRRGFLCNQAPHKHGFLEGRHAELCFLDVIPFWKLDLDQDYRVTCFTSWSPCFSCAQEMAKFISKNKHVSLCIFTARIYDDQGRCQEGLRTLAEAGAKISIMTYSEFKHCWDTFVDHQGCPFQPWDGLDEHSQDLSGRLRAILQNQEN
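HeLa cells stably expressing Vif and C-terminally eYFP-tagged A3G, seeded overnight at 37 deg C, then exposed to compound by pintool overnight at 37 deg C. Rise in yellow fluorescence (Ex 488/Em 500-530, Acumen) marks blocked Vif-driven A3G degradation.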
LDHA inh: LDHA (human) enzyme inhibition; P00338; purified LDHA, NADH/diaphorase-resazurin fluorescence; active compounds read low; activity change, % (values are at about 110 or 230 µM); 480,000 compounds, 0.15% hits; AID 1347041; in the data active = activity change below about -30%; inconclusive = mostly about -25% to -30%;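 note: plate controls were DMSO wells for no effect and wells without enzyme for full effect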
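Resorufin fluorescence (ex540/em590), read at 0 and 20 min after diaphorase/resazurin addition, reports the NADH left after a 5 min room-temperature reaction of 2 nM human LDH5 with 0.06 mM NADH and 0.2 mM pyruvate.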
TrxR1 substrate: is turned over as a substrate by rat TrxR1; O89049; purified TrxR1 substrate turnover, NADPH consumption readout; Potency, µM (highest dose often 114 µM), for the others: at the highest dose activity change, negative = substrate turnover; 390,000 compounds, 0.01% hits; note: potency is the fitted concentration of half-maximal effect; % is set by controls: 0 for no effect and ±100 for the full control effect; nearly all actives have a fitted effect of over 50% in size
Target sequence (O89049 whole entry, looked up): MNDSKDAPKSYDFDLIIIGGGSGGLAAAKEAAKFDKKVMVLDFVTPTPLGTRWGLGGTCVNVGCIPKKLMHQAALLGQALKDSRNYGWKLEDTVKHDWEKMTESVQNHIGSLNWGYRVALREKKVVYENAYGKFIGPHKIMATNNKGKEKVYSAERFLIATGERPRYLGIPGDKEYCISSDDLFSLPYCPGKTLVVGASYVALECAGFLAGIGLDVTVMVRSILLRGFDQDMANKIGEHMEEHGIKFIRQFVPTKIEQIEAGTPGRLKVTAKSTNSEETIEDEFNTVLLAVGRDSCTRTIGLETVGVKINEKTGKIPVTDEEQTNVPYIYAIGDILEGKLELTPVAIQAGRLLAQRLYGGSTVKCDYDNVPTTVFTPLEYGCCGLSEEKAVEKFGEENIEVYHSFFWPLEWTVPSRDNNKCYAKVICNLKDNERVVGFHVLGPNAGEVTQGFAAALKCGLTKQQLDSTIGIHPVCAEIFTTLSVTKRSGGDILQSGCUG
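Rat TrxR1, dispensed at 90 nM, was prereduced with 400 uM NADPH (final) for 5 min at ~22 deg C, then incubated with compound 15 min before 400 uM selenite. A first-read NADPH fluorescence drop versus no-compound background flagged substrates.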
mIDH1 inhibitor: human IDH1 R132H inhibition; AID 602179; O75874; IDH1-R132H enzyme, NADPH consumption, diaphorase/resazurin fluorescence; 390,000 compounds, 0.093% hits; Potency, µM (doses to about 76.6 µM), without a hit: at the highest dose activity change, negative = inhibition, most hits filed as inhibitors; note: potency is the fitted concentration of half-maximal effect; % is set by controls: 0 for no effect and ±100 for the full control effect; nearly all actives have a fitted effect of over 65% in size
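IDH1-R132H (0.5 ug/mL) preincubated 30 min with compound, then NADPH (0.016 mM) and alpha-KG (2 mM) added; 80 min at RT, pH 7.5. Remaining NADPH coupled via diaphorase/resazurin to fluorescence (540/590 nm); concentration-response curves normalized to no-enzyme control.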
RGS4 inh: inhibitors of human regulator of G protein signaling 4. P49798. Transcreener GDP fluorescence polarization, RGS4-accelerated GTP hydrolysis. Potency, µM (titrated, usually from 114 µM), without a hit: at the highest dose activity change, negative = inhibition, most hits filed as inhibitors. 390,000 compounds, 0.039% hits. AID 504845; note: potency is the fitted concentration of half-maximal effect; % is set by controls: 0 for no effect and ±100 for the full control effect; nearly all actives have a fitted effect of over 75% in size; some results filed as inactive show a strong effect at the top dose
Target sequence (P49798 whole entry, looked up): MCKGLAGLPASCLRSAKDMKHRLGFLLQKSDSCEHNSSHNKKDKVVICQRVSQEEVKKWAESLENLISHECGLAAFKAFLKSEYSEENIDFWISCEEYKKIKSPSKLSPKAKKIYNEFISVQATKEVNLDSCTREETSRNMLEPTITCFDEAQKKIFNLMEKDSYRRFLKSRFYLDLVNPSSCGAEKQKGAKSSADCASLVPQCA
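MLSMR compounds (23 nl, pin-transferred) preincubated 10 min at room temperature with a 500nM (2x) first reagent, then RGS4 at 900nM (2x) plus Transcreener GDP mix added; fluorescence polarization (620/688 nm) read before and after 90 min at 30 °C.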
Glioma ERSR ind: ER stress response induction in glioma; AID 602332; U87-MG GRP78 promoter luciferase reporter, 16 h; Potency, µM, for inactives: at the top dose activation, most hits filed as activators; 420,000 compounds, 0.02% hits; note: potency is the fitted concentration of half-maximal effect; series mostly up to about 76 µM; % of control where 0% means no effect; nearly all actives have a fitted effect of over 35% in size
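Stably transfected U87-MG human glioma cells carrying a GRP78-based luminescent sensor were seeded at 1000 cells/well, pin-dosed with compounds and incubated 16 h. Luciferase reagent was then added, and end-point luminescence was read after 10 min at room temperature.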
Vif-A3F inh: blocks the Vif interaction with APOBEC3F; HeLa A3F-eYFP + Vif (tagged APOBEC3F with the HIV-1 protein that degrades it), YFP fluorescence increase; Potency, µM (series often up to 46.1 µM), without a hit: at the highest dose activity, negative = active; 390,000 compounds, 0.2% hits; AID 602313; note: potency is the fitted concentration of half-maximal effect; % of control where 0% means no effect; nearly all actives have a fitted effect of over 65% in size
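HeLa cells stably expressing Vif plus C-terminally eYFP-tagged A3F were seeded, incubated overnight at 37 deg C, dosed with compound, incubated overnight again at 37 deg C. Yellow fluorescence (Ex 488/Em 500-530) reported blocked Vif-mediated A3F-eYFP degradation.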
USP1 inh: blocks the human USP1/UAF1 deubiquitinase complex; O94782; recombinant USP1/UAF1, Ub-Rhodamine cleavage fluorescence; Potency, µM (series often up to 57.1 µM), for inactives: at the top dose activity change, negative = inhibition, usual class: inhibitors; 390,000 compounds, 0.23% hits; AID 743255; note: potency is the fitted concentration of half-maximal effect; % is set by controls: 0 for no effect and ±100 for the full control effect; nearly all actives have a fitted effect of over 60% in size; inactives centre near -12
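USP1/UAF1 complex (1 nM) preincubated 15 min at room temperature with compound, then Ub-Rho substrate (150 nM final) added. Kinetic fluorescence at 480/540 nm over 6 reads at 60 s intervals; 50 mM HEPES pH 7.8, 0.5 mM EDTA, 0.1 mg/ml BSA, 1 mM TCEP, 0.01% Tween-20.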
TrxR1 inh: blocks rat thioredoxin reductase 1; Potency, µM (highest dose often 114 µM), inactives show at the top dose activity change, negative = inhibition, usual class: inhibitors; 390,000 compounds, 1% hits; recombinant rTrxR1, NADPH fluorescence consumption, selenite substrate; AID 588453; O89049; note: potency is the fitted concentration of half-maximal effect; % is set by controls: 0 for no effect and ±100 for the full control effect; nearly all actives have a fitted effect of over 65% in size
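Rat TrxR1 (90 nM in the dispensed reagent) was pre-reduced with 400 uM NADPH for 5 min at room temperature, then incubated with compound for 15 min. After 400 uM selenite was added, NADPH fluorescence (Ex 340/Em 450 nm) was followed for 8 min.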
Numbers without * were called inactive; ? = inconclusive; · = no result given; [ ] = dose if it differs, or a comment. Unless noted, calls come from the whole dose curve; as a rule, active = well fitted curve in the direction sought with a large enough effect; inconclusive = small, poorly fitted or top-dose-only effect, or another doubt; inactive = no such curve, though single readings can be large; an effect the other way counts as inactive or inconclusive.

SMILES | Vif-A3G inh | LDHA inh | TrxR1 substrate | mIDH1 inhibitor | RGS4 inh | Glioma ERSR ind | Vif-A3F inh | USP1 inh | TrxR1 inh
Cn1cc(/C=C2\SC(=S)N(NC(=O)c3ccccc3Cl)C2=O)c2ccccc21 | ? | -5.9 | -10.7% | 13.7% | -27.8% | -2.0% | 11.2µM* | ? | 3.3%[57.1 µM]
CC1C(=O)Nc2ccccc2N1C(=O)c1ccccc1 (stereo not given) | -7.1% | -8.5 | 0.8%[57.1 µM] | 8.9% | 4.6% | 1.5% | 2.2% | 0.6% | 6.6%
CCCCSCCCNC(=S)Nc1ccccc1C | 0.8% | -10.1 | 1.1%[57.1 µM] | -0.9% | -16.2% | -1.5% | -5.0% | -10.5% | 1.5%[57.1 µM]
COc1ccc(NC(=O)/C(C#N)=C\C=C\c2ccco2)cc1 | ? | 15.1 | -9.4% | 2.7% | -17.9% | -3.1% | -3.0% | -1.7% | ?
Cc1cc(NC(=O)c2ccc3nccnc3c2)ccc1Br | 0.0% | -5.3 | -7.7% | 7.2% | -9.1% | -1.2% | 4.8% | -7.3% | -5.8%
Cc1cccc(-n2c(C)cc(/C=N/NC(=O)c3cccc([N+](=O)[O-])c3C)c2C)c1 | -9.0% | 0.5 | 8.2%[57.1 µM] | 14.8% | -20.6% | 0.7% | -9.0% | -14.0% | -6.5%[57.1 µM]
O=C(CSc1nc2c(sc3ccccc32)c(=O)n1Cc1ccccc1)NCC1CCCO1 (stereo not given) | -0.2% | 0.0 | 5.0% | 0.9% | -0.5% | -1.0% | 0.9% | -19.5% | 4.8%
Cc1ccc(SC(CC(=O)c2ccc(C)cc2)C(=O)O)cc1 (stereo not given) | ? | -5.4 | -4.4% | -0.5% | -49.3% | -15.7% | -9.8% | 9.8% | 39.8µM*
CN1CCN(C(=O)c2ccc3c(c2)N(Cc2cccc(Cl)c2)C(=O)c2ccccc2S3=O)CC1 (stereo not given) | 0.5% | -12.8 | 8.5%[57.1 µM] | -1.2% | 12.4% | -3.7% | -9.3% | -16.9% | 20.6%[57.1 µM]
CCCCNc1nc(Cl)nc(Nc2ccc(C)cc2)n1 | 3.1% | -6.0 | -3.1% | 0.3% | -27.2% | 0.9% | 4.9% | -15.6% | 20.0%
O=c1[nH]cnc2nc(-c3ccccc3)c(-c3ccccc3)nc12 | 0.9% | 1.4 | 136.4%[activator] | 3.0% | -14.8% | -5.1% | 2.7% | -7.9% | 6.7%
CCOC(=O)c1nnn(CC(=O)N2N=C(c3cccc4ccccc34)CC2c2ccccc2)c1C(=O)OCC (stereo not given) | -0.4% | -3.6 | 148.4%[activator] | 4.2% | -41.2% | -1.8% | · | -16.6% | 45.6%[activator]
COc1ccc(NS(=O)(=O)c2ccc(NC(=S)NC(=O)c3cccc(F)c3)cc2)nn1 | 1.0% | -4.3 | -12.6% | 2.0% | -45.3% | -3.1% | 6.6% | -12.9% | ?
Cc1ccc(C)c(S(=O)(=O)N2CCCOC2CNC(=O)C(=O)NCCc2ccco2)c1 (stereo not given) | -11.6% | -4.6 | 0.2% | 5.2% | -15.7% | -4.6% | -5.7% | -26.1% | 1.8%
FC(F)(F)c1cc(N2CCN(Cc3ccccc3)CC2)c2ccccc2n1 | -3.9% | -1.3 | 3.5%[57.1 µM] | 11.9% | -16.1% | 2.2% | 7.6% | -5.9% | -7.9%[2.29 µM]
CCc1nc(SCC(=O)Nc2ccc(N(C)C)cc2)c2ccccc2n1 | -29.0% | -4.8 | 2.0% | -2.4% | ? | 2.3% | -14.6% | -24.4% | 13.9%
CCC(=O)OC1(C)C(=O)C=C2C=C(c3ccsc3)OC=C2C1=O (stereo not given) | -3.4% | 6.7 | -6.3% | -1.8% | ? | -1.4% | -6.4% | ? | ?
CCOc1ccc(NC(=O)c2sc3nc4c(c(-c5ccccc5)c3c2N)C(=O)CC(C)(C)C4)cc1 | · | -9.8 | -0.9% | · | 22.8% | · | · | -21.7% | 13.0%
CCOC(=O)c1ccc(NC(=O)CSc2nnc3c4ccccc4n(CC)c3n2)cc1 | · | 0.0 | -4.0% | · | -9.8% | · | · | ? | 5.6%
COc1ccc2cc(Br)ccc2c1CC(=O)N(C)C | -2.1% | 3.4 | -6.1%[57.1 µM] | 6.5% | -44.1% | -4.0% | 2.4% | -17.3% | 27.7%[57.1 µM]
COc1ccc(CCNc2nc(-c3ccc(OC)c(OC)c3)cc(C(F)(F)F)n2)cc1OC | -2.0% | 4.9 | 7.1% | 11.9% | -16.1% | -4.9% | -9.6% | -23.5% | 8.6%
COc1cccc(CN2CCCN(CC(=O)Nc3ccc4c(c3)OCCO4)S2(=O)=O)c1 | 0.3% | 1.8 | -2.9%[57.1 µM] | -12.7% | -11.6% | -2.1% | 2.0% | -22.0% | -1.7%[57.1 µM]
Cc1cc(Br)ccc1NC(=O)C1CCN(C(=O)c2ccco2)CC1 | -0.3% | -8.1 | -1.4% | -3.7% | -14.8% | -0.6% | 2.8% | -16.8% | 0.6%
O=C1C2C3CCC(C3NCc3ccccc3)C2C(=O)N1Cc1ccccc1 (stereo not given) | 1.4% | -6.4 | 7.5%[57.1 µM] | 8.1% | -14.3% | -3.0% | 0.6% | -12.7% | 9.9%[57.1 µM]
COc1ccc(NC(=O)CN(c2ccc(C)cc2)S(C)(=O)=O)c(OC)c1 | 4.0% | -2.3 | 6.9%[57.1 µM] | -1.2% | 21.1% | 2.0% | 1.2% | -8.6% | -4.2%[57.1 µM]
COc1cccc(CNC(=O)CCc2nnc3n(C)c(=O)c4sccc4n23)c1 | · | -6.9 | 6.2% | · | -3.3% | · | · | -9.5% | 9.3%
O=C(NCCN1CCCCC1)Nc1ccccc1F | -3.5% | -4.8 | -2.7% | 16.8% | 8.3% | -4.0% | -11.0% | -14.0% | 12.9%
C=CCNC(=O)N1CCCC(N2CCN(c3ccccc3OC)CC2)C1 (stereo not given) | 0.2% | -5.8 | 7.7%[57.1 µM] | -0.7% | -1.3% | -1.9% | 8.4% | -5.4% | 9.5%[57.1 µM]
O=C(Nc1cccnc1Cl)c1cccc(S(=O)(=O)N2CCOCC2)c1 | 5.7% | -7.2 | -4.3% | -15.3% | 3.3% | 2.8% | -3.7% | -12.8% | 4.4%
c1ccc(Nc2nc(N3CCCCC3)nc(N3CCCCC3)n2)cc1 | -1.0% | -0.7 | 11.7%[57.1 µM] | 4.4% | -22.0%[11.4 µM] | -7.2% | -0.6% | -30.3% | 12.3%[11.4 µM]
CC(C)(C)OC(=O)C[C@H]1C/C=C\C[C@@H](CC(=O)N[C@H](CO)Cc2ccccc2)C(=O)N2CCC[C@H]2COC1=O | 0.3% | 1.1 | -2.7% | -11.1% | -12.0% | -5.6% | -3.3% | -12.2% | 11.9%
Cc1ccc(/C=C/C(=O)N2CCN(c3cccc(C(F)(F)F)c3)CC2)cc1 | 1.7% | -5.1 | -4.2% | 2.2% | 24.4% | 1.7% | 2.1% | -19.0% | -7.0%
O=C1NC(c2cccnc2)C(C(=O)c2cccs2)C(O)(C(F)(F)F)N1 (stereo not given) | -2.2% | -2.2 | 11.7%[57.1 µM] | 1.0% | 17.9% | -1.9% | -4.4% | -0.4% | -11.3%[57.1 µM]
Cc1nc2ccccc2c(=O)n1CCc1ccccc1 | 1.0% | -3.3 | 2.4% | 0.0% | 15.4% | 2.8% | -4.4% | -9.9% | 20.3%
O=C1C=C(Nc2ccc(Cl)cc2)CC(c2ccc(Cl)cc2)C1 (stereo not given) | -22.5% | -1.0 | 7.7% | 3.3% | -3.6% | -3.8% | -4.7% | 4.5% | 15.6%
O=C(CSc1nnc(-c2ccc3c(c2)OCO3)o1)Nc1c(F)cccc1F | -0.1% | -2.0 | 0.8% | 17.7% | -20.2% | 0.1% | -13.7% | -12.9% | 6.6%
CCOC(=O)c1c(-c2ccccc2)oc2ccc(OCC(O)CN(C)C)cc12 (stereo not given) | -21.2% | 4.1 | 100.1%[activator] | 12.6% | -27.3% | -5.2% | 6.7% | -13.1% | 4.9%
Cc1cccc(NNC(=O)C(=O)NNc2cccc(C)c2)c1 | -17.7% | -3.2 | 2.9% | 3.8% | -15.4% | -2.2% | 4.5% | -23.6% | 26.0%
O=C(Nc1ccccc1Cl)N1CCN(c2ncccn2)CC1 | -3.3% | -3.8 | 5.9% | 2.5% | 17.1% | -3.2% | -0.3% | -14.9% | 7.6%
CCCCCCCCNc1ccc(/C=C/c2ccnc3ccccc23)cc1 | -3.1% | -9.7 | -6.1% | · | · | -2.3% | · | · | 10.0%
CCOC(=O)Cn1c(=O)n(C2CCCCC2)c2nc(-c3cccc(C)c3)nc(C(N)=O)c21 | -3.1% | -7.1 | 0.5%[57.1 µM] | 18.9% | -20.6% | -3.5% | -4.0% | -12.5% | 9.6%[57.1 µM]

Only part of the results is shown, so the mix of outcomes need not match the whole.
